Bioassay records deposited in PubChem by National Center for Advancing Translational Sciences (NCATS).
Pf Dd2 inh – inhibitors of Plasmodium falciparum Dd2 growth; P. falciparum Dd2 growth, SYBR Green, 72 h; Potency, µM (titrated, usually from 28.9 µM), for the others: top-dose activity, negative = inhibition, usual class: inhibitors; hit rate 4.3% among 120,000; AID 1347417; active = well fitted inhibition curve with a large enough effect; inconclusive = small, poorly fitted or top-dose-only effect; inactive = no such curve, though single readings can be large or run the other way;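 note: plate controls were DMSO vehicle for no effect and reference drug for full effect; nearly all actives have a fitted effect of over 65% in size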
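Infected erythrocytes (Dd2, 0.3% parasitemia, 2.5% hematocrit final) are added to compound in RPMI-1640/Albumax II medium, grown 72 h at 37C in low oxygen, then lysed with saponin/Triton-X containing SYBR Green and read by fluorescence.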
Starred values were filed as active, the others as inactive; i = inactive; ? = inconclusive; [ ] = another dose, or the depositor's remark. Potency is the fitted concentration of half-maximal effect. Only part of the results is shown; the hit share may differ from the screen's.

structure	Pf Dd2 inh
Cc1cccc(OCC(=O)c2ccc3c(c2)N(C(C)C(=O)N2CCCC2)C(=O)CO3)c1C (stereo not given)	?
Cc1ccc(C2Cn3nnc(C(=O)N4CCN(C(=O)c5ccncc5)CC4)c3CO2)cc1 (stereo not given)	i
CNC(=O)N1CCC(C2CCN(C(=O)c3ccc4ncccc4c3)C2)CC1 (stereo not given)	-18.7%
CCOc1cc2sc(N3CCC(C(=O)Nc4cc(C)cc(C)c4)CC3)nc2cc1Br	13.9%
Cc1ccc(NC(=O)CCC(=O)N2Cc3ccccc3Oc3ncccc32)cc1F	i[5.79 µM]
Cc1cc(C[C@@H]2COC[C@@H]2NC(=O)CCn2c(C)cc3ccccc32)on1	?
Cc1ccc(C(=O)N2CCC3(CCCN(Cc4cccc(F)c4F)C3)C2)s1 (stereo not given)	?
CCc1ccc(C(=O)N2CCC(C3CCNC3)CC2)cc1 (stereo not given)	20.3%
Cc1cc(=O)n(CC(=O)Nc2ccc(C(C)C)cc2)c(N2CCc3ccccc3C2)n1	-9.5%
O=C(CCCn1c(=O)c2cccn2c2ccccc21)NCc1ccccc1Br	i
CNc1ccc(OC2CCN(C(=O)COC)CC2)nc1	i
Cc1cc(C(=O)Nc2ccc([C@H]3OCC(=O)N(CC(=O)N(C)C)[C@@H]3CO)cc2)nn1C	-4.4%[44.1 µM]
C[C@]1(CO)C2CC[C@@H](O)[C@@H](CC(=O)NCc3ccccc3)[C@]2(C)CC[C@H]1OC(=O)NC1CCCCC1 (stereo not given in full)	?
COc1cccc(C(=O)NC2CCN(c3cc(-c4ccc(F)cc4)[nH]n3)CC2)c1OC	i
O=C(NCc1ccccc1F)C1CC(c2ccccc2)CN(C(=O)COc2ccccc2)C1 (stereo not given)	i
CS(=O)(=O)CCC(=O)N1CCC2(CC1)[C@H](O)C[C@@H]2OCCN	-10.9%
COc1ccc(CN[C@H]2[C@H](O)[C@H](O)C[C@@H]2c2ccccc2)cc1	?
Cc1ccc(C(=O)c2oc3ccccc3c2NC(=O)c2nc(S(C)(=O)=O)ncc2Cl)cc1F	33.5%[activator]
CCc1nc(-c2c3n(c(=O)n(CC(=O)NCc4ccccc4)c2=O)CCCC3)no1	i
CC1(CNC(=O)c2ccc(C#N)cc2)CCOCC1	i

Entries above with an aryl methoxy group (two):
structure	Pf Dd2 inh
COc1cccc(C(=O)NC2CCN(c3cc(-c4ccc(F)cc4)[nH]n3)CC2)c1OC	i
COc1ccc(CN[C@H]2[C@H](O)[C@H](O)C[C@@H]2c2ccccc2)cc1	?

Next part
structure	Pf Dd2 inh
Cc1ccc(C(=O)N[C@@H]2C=C(C(=O)NCC(N)=O)C[C@@H](O)[C@@H]2O)cc1	13.5%[44.1 µM]
Cc1ccc(C)c(N2CCN(C(=O)c3c(C)oc4nc(C)nc(N5CCOCC5)c34)CC2)c1	?
Cc1ccc2nc(-c3c[nH]c4ccccc34)c(Nc3ccc(F)cc3)n2c1	?
COCC(=O)N1C[C@H](NC(=O)c2nc3ccccc3n(C)c2=O)[C@@H](C2CC2)C1	-7.4%
O=S(=O)(c1ccc2[nH]c3c(c2c1)CCCCC3)N1CCN(c2ccccc2)CC1	i
O=[S+]([O-])(c1ccccc1)N1CC2(CCCCN2CC2CC2)Cc2ccccc21 (stereo not given)	?
CCOC(=O)C1(Cc2ccccc2)CCCN(S(=O)(=O)c2cccs2)C1 (stereo not given)	-2.3%
Cc1ccccc1CSc1nc2c(sc3ccccc32)c(=O)n1CCCC(=O)NCCCOC(C)C	11.2µM*
CCC(Sc1nnc(C)n2c1cc1occc12)C(=O)Nc1ccccc1OC (stereo not given)	?
CCOC(=O)C1CCN(CCC(=O)Nc2ccc(OC)cc2)CC1	82.6%[activator]
Cc1cccc(C(=O)N2CCC(c3noc(-c4ccncc4)n3)C2)c1 (stereo not given)	82.5%[activator][5.79 µM]
COCCn1ncc(N2CCC(NC(=O)c3ccc(C(C)C)cc3)CC2)cc1=O	-5.7%
CCn1ncc(CN2CC(F)(F)C[C@H]2c2nc(C(=O)NC)no2)c1C	3.9%
COc1cc(OC)cc(C(=O)NC2CCN(c3cc(C(F)(F)F)nc(C)n3)CC2)c1	?
CN1CCN(C2CCN(Cc3ccccn3)C2=O)CC1 (stereo not given)	-19.9%
CC(=O)c1ccc(NC(=O)NC[C@H]2C[C@@H]3CCN2C[C@@H]3CN2CCCCC2)cc1	25.0%[44.1 µM]
CN(Cc1ccccc1)C(=O)C[C@@H]1CCNC[C@@H]1Cc1cc(CN(C)c2ccccc2)on1	-29.9%
CCN(CC)C(=O)CCc1c(C)nn(-c2ccccc2C)c1Oc1ccccc1	?
Cc1cc(N)n(CC(=O)N2CCC(O)(CN3CCOCC3)C(C)(C)C2)n1 (stereo not given)	-9.5%
Cc1cccc(NC(=O)Cn2ncc3c4ccccc4n(Cc4ccccc4)c3c2=O)c1C	-17.8%
Cc1ccnc(NS(=O)(=O)c2ccc(NC(=O)c3nc(SC(C)C)ncc3Cl)cc2)n1	13.1%
Cc1ccoc1C(=O)N1CCC(Oc2ccccc2F)(C(=O)O)CC1	-12.2%
COc1ccc(-n2nnc(-c3nc(-c4ccccc4C)no3)c2N)cc1Cl	13.1%
Cc1cccc(C)c1-n1ncc(C(=O)Nc2ccc3c(c2)OCO3)c1C1CCN(C(=O)OC(C)(C)C)CC1	i
CCC(C)S(=O)(=O)c1oc(-c2cccs2)nc1S(=O)(=O)c1ccccc1 (stereo not given)	12.6µM*
Cc1cc(C(=O)N2CCc3nn(Cc4ccccc4)c(=O)n3CC2)nn1C	13.2%
O=c1[nH]c(C2CCCN(Cc3ccccn3)C2)nn1-c1ccc(Cl)cc1 (stereo not given)	1.41µM*
CN1CC(=O)N(C2CCCC2)Cc2c(NC3CCNCC3)ncnc21	-0.6%
Cc1ccc(S(=O)(=O)NCC(c2ccc(N(C)C)cc2)N2CCCC2)cc1 (stereo not given)	?
C=CCN1CC2(CCC1=O)CCN(C(=O)[C@@H](O)c1ccccc1)CC2	-12.1%
COc1cccc(C(=O)Nc2ccccc2C(=O)OCc2cc(=O)n3c4c(sc3n2)CCCC4)c1	i
Cc1ccc(C)c(N2CCN(C(=O)c3ccc(-c4nc(COc5ccccc5)c(C)o4)cc3)CC2)c1	?
Cc1ncc(CN2CCC(C(=O)Nc3cccc(-c4cc5ccccc5[nH]4)c3)CC2)cn1	8.91µM*
CCc1cccc(NC(=O)N2CCc3nc4cc(-c5ccc(OC)cc5)[nH]n4c(=O)c3C2)c1	?
C=CCN1CC2(CCC1=O)CCN(c1nccc(C(F)(F)F)n1)CC2	?
CCOCCCNC(=O)C(c1ccc(Cl)cc1)N(Cc1ccc2c(c1)OCO2)C(=O)c1ccc(NC(C)=O)cc1 (stereo not given)	-17.1%
CCC(=O)N1CCc2cc(Br)cc(S(=O)(=O)Nc3ccccc3C(=O)OC)c21	?
CC(C)c1nc(CCNC(=O)[C@H]2CNC[C@@H](C(=O)N3CCCC3)C2)cs1	6.4%
N#Cc1ccccc1CN1CCNc2nc(CN3CCN(CCO)CC3)n(Cc3ccccc3)c2C1=O	i
Cc1nn(C)c2c1c(C(F)(F)F)cc(=O)n2C(C)C(=O)NCCc1ccccc1 (stereo not given)	3.8%

Already shown: entries from further up.
structure	Pf Dd2 inh
N#Cc1ccccc1CN1CCNc2nc(CN3CCN(CCO)CC3)n(Cc3ccccc3)c2C1=O	i
Cc1nn(C)c2c1c(C(F)(F)F)cc(=O)n2C(C)C(=O)NCCc1ccccc1 (stereo not given)	3.8%

Remaining list, next part:
structure	Pf Dd2 inh
Cc1cc(F)ccc1OC1CN(CC2CCCCC2)C1	8.91µM*
CCN(CCCNC(=O)c1nn(-c2ccc(C)cc2)c(=O)c2c1c1ccccc1n2C)c1ccccc1	?
Cc1noc(-c2cccc(OC3CN(C(=O)c4cnn(C)c4)C3)c2)n1	30.5%[activator][5.79 µM]
COCCn1ncc(N2CCCC(CC(=O)Nc3ccc(C)cc3C)C2)cc1=O (stereo not given)	i
COc1ccc(-c2ccc3ncc(Nc4cc(F)cc(N5CCOCC5)c4)n3n2)cn1	?
Cc1ccc(-c2cc3c(=O)n(CCNC(=O)c4nccc5ccccc45)ccn3n2)c(C)c1	-6.1%
COc1ccc(-c2noc([C@@H]3Cc4nc[nH]c4CN3Cc3cccs3)n2)cc1	i
O=C(NCCOc1ccccc1)c1nc2c(o1)CCN(Cc1cccc(F)c1)CC2	i
Cn1nc(C(=O)NCc2ccccc2)c2c1-c1ccccc1S(=O)(=O)C2	55.8%[activator][0.594 µM]
O=C(NCC1(COc2cccnc2)C[C@@H](O)[C@@H](O)C1)C1CC1 (stereo not given in full)	7.94µM*
O=C(Cn1nnnc1CN1CCOCC1)N1CCCC1c1ccc(F)cc1 (stereo not given)	10.4%
CCOc1ccc(Cn2c(=O)sc3ccccc32)cc1	-18.8%
CCCn1c(/C=C/c2ccccc2)nc2ccccc21	-7.2%
NCCc1ccc(CN2CCC(Oc3ncccn3)CC2)cc1	-8.4%
CCC[C@H]1CN(Cc2c(C)noc2C)C[C@@H]1NC(=O)CN(C)C(N)=O	?
Cc1ccsc1CN(Cc1cn(-c2ccccc2)nn1)C1CC1	?
O=C(c1c(F)cccc1F)N1C[C@@H](CO)[C@H](c2nc(C3CC3)no2)C1	i
Cc1noc2c(NCCN(C)C)cc(-c3ccc(F)cc3)nc12	i
Cc1ccccc1C(=O)NNc1ncnc2c1cnn2-c1cccc(Cl)c1	i
COc1ccccc1Cn1cc(C(=O)c2ccc(C)cc2)c(=O)c2cc(C)ccc21	?
CCc1ccccc1NC(=O)Nc1cc(C(=O)NCc2ccc(C)cc2)ccc1N1CCCC1	8.1%
O=C(c1ccc(F)cc1)N1CCOC[C@H](Oc2ccccc2)C1	10.4%[44.1 µM]
CN(C)c1nc(CNC(=O)c2cc(S(N)(=O)=O)ccc2F)cs1	-15.9%
Cc1ccccc1OCCSc1nc2ccc(NC(=O)c3cccc(F)c3)cc2s1	?
Cc1ccc(CNC(=O)CCc2nc(C3CCCN3C(=O)c3ccccc3)no2)o1 (stereo not given)	-5.9%
CN(C)C[C@@H]1CN(c2ccncn2)C[C@H]1NC(=O)C1CC=CCC1 (stereo not given in full)	-2.5%
COc1ccc2nc3oc(C(=O)Nc4cccc(C(F)(F)F)c4)cc3cc2c1	3.8%
CC1CCCCN1CCCNC(=O)c1sc2ncccc2c1-n1cccc1 (stereo not given)	?
CC(C)CCN1CCC2(Cc3ccccc3NC2=O)C1 (stereo not given)	?
O=C(c1ccncc1)N1CCC(c2nnc3n2CCNC3)CC1	-11.0%
CCCc1noc(-c2ccn3c(CNC(=O)c4ccc(N(C)C)cc4)nnc3c2)n1	-69.4%
Cc1nn(-c2ccc(C(F)(F)F)cc2)c(C)c1[C@@H]1C=C[C@@H](NC(=O)CC2(CC(=O)O)CCCC2)C1	i
CCOc1ccc(-c2[nH]ncc2CN)cc1	i
c1ccc(-c2nnc3n2CCN(Cc2ccc4ccccc4c2)C3)cc1	?
COc1cccc(CN2C[C@@H]3C[C@H]2C(=O)Nc2ccccc2O3)c1	?
COc1ccccc1OCc1nc2c(n1Cc1ccccc1)C(=O)N(Cc1cccc(Cl)c1)CCN2	10µM*
Cc1ccc(-n2nc(C(=O)N3CCC(C)CC3)c(=O)n(C)c2=O)cc1	-13.8%[5.79 µM]
COc1cc(C(=O)N(CCCN(C)C)c2nc3c(OC)cccc3s2)cc(OC)c1OC	?
COc1ccc(OC)c(NC(=O)Cn2cccc2-c2nc(-c3ccc(F)cc3)no2)c1	?
COc1cccc(CCC(=O)N(C)C2CCc3nnc(C)n3CC2)c1 (stereo not given)	i
Cc1ccc(CNC(=O)CN2CCCN(Cc3ccc(F)cc3)S2(=O)=O)cc1	i
CC1CCC2(CC1)NC(=O)N(CC(=O)NCc1ccccc1Cl)C2=O (stereo not given)	-17.2%
COc1ccc(CNC(=O)C(C)C2CCOCC2)c(OC)c1 (stereo not given)	10.8%
O=C(c1c(OCC2CC2)cc(=O)n2c1CCOCC2)N1CCCCC1	-14.0%
O=C(Cn1nc2n(c1=O)CCCCC2)Nc1ccc(F)c(Cl)c1	-9.5%
Oc1ccc(-c2nc(C3CC3)nc3c2CN(Cc2ccc(F)cc2)CC3)cc1	5.62µM*
Cc1cc(C)c2c(CC(=O)Nc3nnc(C(C)C)s3)coc2c1	2.2%
COc1ccc(CNC(=O)c2c(C)noc2-c2ccccc2C)cc1	-6.7%
COc1ccc(OC)c(S(=O)(=O)N[C@H]2CO[C@H]3[C@@H]2OC[C@H]3OC(=O)Nc2cccc(C(C)=O)c2)c1	?
COc1cc(OC)cc(C(=O)N[C@@H]2CN(C)C[C@H]2CN(C)C)c1	i
CC(C)(C)C1CCc2c(sc(NC(=O)c3ccc(Cl)cc3)c2C(=O)NCc2ccco2)C1 (stereo not given)	5.62µM*
CCn1cnnc1-c1nn(C)c2c1CN(C(=O)c1n[nH]c3ccccc13)CC2	?
CCOc1ccccc1NC(=O)C(C)n1nnc2sc3c(c2c1=O)CCCC3 (stereo not given)	29.7%
